# SUMO HTRF inh = inhibitors of human SUMOylation (UBC9); AID 2006; 290,000 tested, 0.36% active; HTRF SUMOylation assay, SAE1/SAE2 + UBC9, in vitro; P63279; inhibition, % at 35 µM; in the data active = inhibition above about 50%, passing the limit was not always enough; note: strong numbers were not always called active
# pCIP destab = compounds decreasing mouse p/CIP protein stability; Q05BA5; F442A p/CIP-EGFP cells, EGFP fluorescence, 16 h; decrease of EGFP signal, % at 10 µM; 290,000 tested, 0.01% active; AID 1984;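 active = EGFP signal decrease of at least 30% at 10 µM or well 3 SD below plate mean, unless failing retest; inactive = the rest, including hits failing retest or dose response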; note: some compounds called inactive have numbers as strong as hits; many of its hits are not listed in these tables
# GalR3 antag = blocks the human galanin receptor 3; O60755; 360,000 tested, 0.44% active; HEK293 GalR3-CNG cAMP membrane potential fluorescence; galR3 body fused to GalR1 C-terminus; inhibition, % at 3 µM; AID 651719;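 active = inhibition above the screen-wide average plus 3 SD, cut at about 13% in these data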;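 note: forskolin and galanin both at EC90 stimulate the cells; cAMP rise reported by CNG channel membrane potential dye signal; 0% = forskolin plus galanin with DMSO and 100% = forskolin alone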
# VIM-2 inhibitor = blocks Pseudomonas aeruginosa VIM-2 metallo-beta-lactamase; 290,000 tested, 0.89% active; inhibition, % at 5.6 µM; purified VIM-2, nitrocefin hydrolysis, epi-absorbance fluorescence;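 active = inhibition above the mean of all tested compounds plus 3 SD, cutoff set per screening run, cut at about 7.5% in these data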;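 note: red hydrolysis product quenches plate fluorescence so inhibitors raise well fluorescence; 0% = enzyme with DMSO and 100% = DMSO without enzyme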
# IDE cell inh = cellular human IDE inhibition. HEK cells, FAbetaB cleavage, fluorescence polarization. inhibition, % at 5.59 µM. 320,000 tested, 0.41% active;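 active = percent inhibition above the average of all tested compounds plus 3 SD, set per screening campaign, cut at about 16% in these data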;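 note: IDE supplied by intact live HEK cells; FP after avidin binding of uncleaved biotin substrate so inhibition keeps polarization high; 0% = DMSO wells and 100% = 60 µM reference IDE inhibitor Ii1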
# Target sequence (P14735 whole entry, looked up): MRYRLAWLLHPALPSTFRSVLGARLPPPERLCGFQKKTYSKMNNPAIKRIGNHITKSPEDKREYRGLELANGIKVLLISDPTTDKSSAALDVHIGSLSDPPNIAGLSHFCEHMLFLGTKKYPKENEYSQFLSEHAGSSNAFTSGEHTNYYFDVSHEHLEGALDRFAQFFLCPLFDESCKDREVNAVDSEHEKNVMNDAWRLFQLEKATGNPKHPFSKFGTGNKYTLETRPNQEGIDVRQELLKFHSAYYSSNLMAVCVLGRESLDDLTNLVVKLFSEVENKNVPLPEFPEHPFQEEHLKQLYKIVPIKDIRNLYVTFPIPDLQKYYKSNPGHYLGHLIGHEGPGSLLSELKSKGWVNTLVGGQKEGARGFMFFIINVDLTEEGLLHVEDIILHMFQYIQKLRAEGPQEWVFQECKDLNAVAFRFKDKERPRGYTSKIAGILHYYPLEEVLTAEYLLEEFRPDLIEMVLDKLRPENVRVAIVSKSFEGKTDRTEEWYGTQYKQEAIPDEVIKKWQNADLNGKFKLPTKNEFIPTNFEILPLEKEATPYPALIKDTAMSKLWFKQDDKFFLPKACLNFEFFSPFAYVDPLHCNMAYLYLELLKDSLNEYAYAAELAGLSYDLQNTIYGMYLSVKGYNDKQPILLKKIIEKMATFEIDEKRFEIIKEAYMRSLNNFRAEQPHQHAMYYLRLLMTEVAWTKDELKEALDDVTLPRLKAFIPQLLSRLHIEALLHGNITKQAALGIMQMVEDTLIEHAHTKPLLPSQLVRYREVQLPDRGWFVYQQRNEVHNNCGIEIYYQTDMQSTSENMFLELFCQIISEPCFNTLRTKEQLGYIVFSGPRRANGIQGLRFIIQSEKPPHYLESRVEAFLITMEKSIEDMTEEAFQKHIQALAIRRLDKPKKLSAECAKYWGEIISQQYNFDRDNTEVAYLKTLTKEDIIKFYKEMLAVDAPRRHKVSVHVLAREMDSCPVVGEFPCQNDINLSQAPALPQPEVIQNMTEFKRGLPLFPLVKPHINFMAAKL
# HCV NS3 hel inh = blocks Hepatitis C virus NS3 helicase unwinding | NS3 helicase DNA unwinding, Cy5 molecular beacon fluorescence | inhibition, % at 10.9 µM | 290,000 tested, 0.56% active;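 active = inhibition above the mean of all tested compounds plus 3 SD, set per campaign, cut at about 35% in these data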;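 note: 0% = DMSO wells and 100% = thioflavine S control wells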
#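 Compound dosing – single dose, 10.9 µM nominal final, DMSO 0.8% final · System – NS3 helicase fragment of HCV · Buffer or medium – MOPS pH 6.5, MgCl2, DTT, Tween20, BSA · Signal – Cy5 beacon fluorescence read at start and 1 h · Also added – annealed dual-labelled DNA beacon duplex, ATP-started · Schedule – 1 h at 25 °C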
# CRFR2-BP antag = antagonists of CRF-binding protein/CRF-R2 receptor complex; inhibition, % at 11.8 µM; 350,000 tested, 0.59% active; HEK293 CRF-R2/CRF-BP, CRF-induced calcium fluorescence;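 active = inhibition of the ligand-induced calcium signal above about 50% at the single tested concentration, limit read from the data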
# IDE cell activ = boosts human insulin-degrading enzyme activity in HEK cells; P14735; FAbeta-B cleavage, fluorescence polarization; 0% vehicle, 100% cell-free pure enzyme wells; activation, % at 5.96 µM; 340,000 tested, 0.073% active;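 active = activation above the mean of all tested compounds plus 3 SD, set per screening campaign, cut at about 17% in these data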
# IMP-1 inhibitor = inhibitors of Pseudomonas aeruginosa IMP-1 metallo-beta-lactamase | purified IMP-1, nitrocefin hydrolysis, epi-absorbance fluorescence | inhibition, % at 5.6 µM | 290,000 tested, 0.45% active;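 active = inhibition above the mean plus 3 SD of all compounds in the same screening run, cut at about 4.5% in these data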;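 note: 0% = IMP-1 with DMSO and 100% = DMSO wells lacking enzyme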
#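 System: purified recombinant IMP-1 beta-lactamase. Medium: Zinc- and detergent-supplemented HEPES buffer, pH 7.1. Compound: one 5.6 µM dose […]. Schedule: 15 min preincubation plus 25 min reaction at 25 °C. Technique: Epi-absorbance fluorescence, 480 nm excitation, 530 nm emission.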
# The depositor's hits bear a star; x = no result given. Not a hit list. Share with any hit: about 3.2%.
# Preview, 2 compounds:
SMILES,SUMO HTRF inh,pCIP destab,GalR3 antag,VIM-2 inhibitor,IDE cell inh,HCV NS3 hel inh,CRFR2-BP antag,IDE cell activ,IMP-1 inhibitor
CCCCOc1ccc(CSCCN)cc1Cl,2.5,8.7,-2.5,-1.8,4.1,-74.1,-18.1,3.9,-2.6
CC(C)CCNC(=O)C(c1ccco1)N(Cc1ccc(F)cc1)C(=O)c1snc(C(N)=O)c1N (stereo not drawn),9.3,0.4,-8.5,-3.1,-4.4,5.9,-34.1,2.2,-1.9

# This part in full, previewed entries included:
SMILES,SUMO HTRF inh,pCIP destab,GalR3 antag,VIM-2 inhibitor,IDE cell inh,HCV NS3 hel inh,CRFR2-BP antag,IDE cell activ,IMP-1 inhibitor
CCCCOc1ccc(CSCCN)cc1Cl,2.5,8.7,-2.5,-1.8,4.1,-74.1,-18.1,3.9,-2.6
CC(C)CCNC(=O)C(c1ccco1)N(Cc1ccc(F)cc1)C(=O)c1snc(C(N)=O)c1N (stereo not drawn),9.3,0.4,-8.5,-3.1,-4.4,5.9,-34.1,2.2,-1.9
Cc1ccc(-n2nnc(-c3cnc4ccccc4c3)n2)cc1,-5.9,-9.4,-2.8,-3.3,1.1,-1.1,3.1,5.5,-2.9
Cc1ccccc1NC(=O)CSc1nc(N)c(C#N)cc1C#N,2.6,-8.9,-5.0,-0.1,-1.3,11.8,19.6,3.4,0.5
Cc1nn(C)cc1S(=O)(=O)N1CCN(Cc2ccc(F)cc2Cl)CC1,20.3,1.1,-0.8,-1.8,0.0,-7.1,14.9,-1.8,-2.5
CCCCN(Cc1ccccc1)C(=O)C1CCN(S(=O)(=O)c2c(C)noc2C)CC1,7.9,0.9,-6.3,-3.9,1.7,0.2,1.0,3.1,-4.3
COc1ccc(CNC(=O)CCNS(=O)(=O)c2ccc(Br)s2)cc1,-2.5,14.4,-10.1,-1.1,3.1,-8.4,9.5,2.5,-2.2
CC(=O)Nc1ccc(OCC(O)CN2C(C)(C)CC(O)CC2(C)C)cc1 (stereo not drawn),0.7,-4.6,1.6,-2.4,-1.6,0.3,52.6*,3.2,-1.9
Cc1ccc(C(=O)NC(=S)Nc2cccc(-c3nc4ccccc4s3)c2)cc1,7.5,-0.8,-1.4,-3.6,5.0,-3.2,-9.1,0.1,-3.0
CCOc1ccc(N2C(=O)C3Sc4[nH]c(=O)sc4C(/C=C/c4ccccc4)C3C2=O)cc1 (stereo not drawn),17.5,-6.4,1.1,0.2,5.2,36.6*,-35.8,-10.6,8.0*
O=C(NCCNC1CCCCC1)c1ccco1,10.4,-4.8,-5.6,-1.0,-12.4,1.7,11.1,1.4,-2.3
CCC[n+]1c(C)sc2c(OC)ccc(OC)c21,-11.5,-6.4,-4.0,-1.2,11.2,0.7,-1.7,-13.0,-0.2
COc1cc(C(=O)N/N=C(\C)c2ccc3c(c2)OCO3)cc(OC)c1OC,-4.4,0.4,5.5,-2.1,3.4,2.2,-1.3,-4.1,-4.8
O=C(CCCN1C(=O)/C(=C/c2ccccc2Cl)SC1=S)N1CCCC1,6.4,1.5,-0.3,2.4,3.7,-9.7,-0.4,-1.9,0.5
CC1(C)CC(NC(=O)C2CCCCC2C(=O)O)CC(C)(C)N1 (stereo not drawn),26.9,-13.4,-4.1,x,-9.1,x,2.8,1.4,x
O=C(COC(=O)c1ccc2c(c1)OCO2)Nc1ccccc1OC(F)F,x,x,-5.3,x,-4.0,x,-9.9,-1.6,x
C/C(=N\Nc1nc2ccccc2[nH]1)c1ccc([N+](=O)[O-])cc1,19.7,8.1,8.2,-4.0,5.1,5.9,-0.2,1.1,-3.8
Cc1ccc(C)c2nc(SCC(=O)NCc3cccs3)c(C#N)cc12,-3.5,-3.9,-2.1,-3.3,3.7,0.3,-2.7,3.7,-2.1
COc1ccc(C(CNC(=O)c2ccc(-c3cccc(C(F)(F)F)c3)o2)N2CCOCC2)cc1 (stereo not drawn),x,x,-1.1,x,0.4,x,-71.1,-0.2,x
OC(CNCC1COc2ccccc2O1)COc1ccc(Cl)cc1 (stereo not drawn),8.9,-5.8,-13.3,1.1,-0.8,-58.1,-19.4,-0.4,-0.6
COc1ccc(NC(=O)c2ccc(-c3csc(C)n3)cc2)cc1,9.9,-7.5,-10.0,1.1,10.2,0.7,7.2,-8.2,1.8
COc1ccc(CN(Cc2nc3ccccc3c(=O)[nH]2)C(=O)C(C)(C)C)cc1,-20.0,-7.4,-3.3,-2.3,-1.9,2.4,7.3,1.3,-3.7
CC(C)(C)NC(=O)COC(=O)c1nsc(Cl)c1Cl,-7.4,-0.4,-5.9,-3.3,7.0,9.3,-7.0,2.1,-1.8
Cc1cc(C(=O)Nc2ccccc2Cl)n(-c2ccccc2)n1,13.1,-4.6,-12.9,0.2,-4.4,5.0,-1.6,1.6,-2.0
Cc1ccc(Nc2nc(N)nc(CN3CCCCCC3)n2)cc1,12.3,-4.5,-2.5,-5.5,0.1,-52.0,12.1,6.0,-3.3
# (next part)
SMILES,SUMO HTRF inh,pCIP destab,GalR3 antag,VIM-2 inhibitor,IDE cell inh,HCV NS3 hel inh,CRFR2-BP antag,IDE cell activ,IMP-1 inhibitor
Cc1nc(NCCN)c(C#N)c2c1COC(C)(C)C2,2.1,-6.9,-2.5,-1.6,4.9,-8.3,-30.7,3.5,-3.1
COc1cc(CNCc2ccncc2)cc(Br)c1OCc1ccccc1F,-22.0,5.0,-7.7,-1.8,8.0,-39.3,0.0,-0.6,-2.2
Cc1ccc2c(C)c(C(=O)NCCN3CCOC3=O)oc2c1C,1.8,3.8,0.4,1.9,-2.7,-1.4,7.3,2.3,-1.0
CCCCN(C)C(=O)CNC(=O)c1nn(-c2ccc(OC)cc2OC)c(=O)c2ccccc12,-6.8,5.6,-10.0,-2.4,2.7,-5.4,-3.0,4.2,-1.9
O=C(Nc1cccc(S(=O)(=O)N2CCCCCC2)c1)C1CCN(C(=O)c2ccc(F)cc2)CC1,x,x,-3.2,x,5.3,x,-5.2,2.0,x
O=C(Cc1ccccc1)Nc1cccc(-c2nnc(-c3ccco3)o2)c1,10.7,-21.0,0.8,-2.3,2.4,7.5,0.7,4.1,-3.1
O=C(Cn1cnc2c(cnn2-c2ccc(F)cc2)c1=O)NCC1CCCO1 (stereo not drawn),17.2,-0.3,-3.7,-5.3,3.1,3.6,10.2,3.1,-0.8
CC(=O)c1cccc(NC(=O)CN(C)S(=O)(=O)c2cccc3nsnc23)c1,-7.0,7.6,-4.6,0.9,-1.7,14.0,-6.8,0.2,-0.9
Cc1ccc(Sc2ncccc2C(=O)NCc2cc([N+](=O)[O-])ccc2O)cc1C,-9.2,-5.7,-0.2,-2.3,x,-5.6,-3.1,0.1,-1.9
CCC(Sc1nc(C)cc(C)n1)C(=O)Nc1ccc(Cl)cn1 (stereo not drawn),-27.0,-5.8,0.4,-1.5,-7.8,-5.5,6.9,0.2,-1.8
Cc1ccccc1OCc1nc(-c2ccc(-n3cccc3)cc2)no1,15.4,-3.7,4.4,-1.9,0.7,6.5,-0.8,3.8,1.1
CCOCCCNCc1cccc(OC)c1,13.9,-8.6,-4.2,-0.3,5.0,-0.7,-9.8,0.1,-3.8
N/C(=N\OC(=O)Cc1cccs1)c1ccc(Cl)cc1,-2.3,-3.3,-6.1,-1.2,-4.1,-2.9,7.4,-2.7,-3.6
COc1cccc(C(=O)CSc2nc3cccnc3n2C)c1,21.7,-11.6,-2.6,1.1,3.8,1.4,-5.1,0.9,-1.7
CC(C)C(C(=O)Nc1ccccc1)N1C(=O)c2ccccc2C1=O (stereo not drawn),2.5,-11.4,5.3,-1.8,3.2,10.5,2.2,4.3,0.8
Cn1c(CNc2nc3ccccc3n2C)nc2ccccc21,10.7,1.5,15.0*,-3.0,8.3,2.0,-3.8,-2.6,-5.0
Cc1ccc(NC(=O)CSc2nc(N)c3c4c(sc3n2)CSC(C)(C)C4)cc1,-18.5,2.0,11.6,-2.0,4.5,3.6,-12.4,0.5,-0.5
CCOC(=O)c1ccc(NC(=O)C2CCN(S(=O)(=O)c3c(C)nn(C)c3C)CC2)cc1,4.0,-6.2,x,-2.8,5.2,-14.0,-61.5,-10.9,0.9
Cc1ccc(S(=O)(=O)NC(=O)NCCCN2CCOCC2)cc1,4.0,-11.3,-7.4,-2.8,5.7,-8.9,-1.6,-1.0,-4.7
CC(C)n1c(CCC(=O)O)ccc1-c1ccccc1,19.4,-3.2,-3.0,-1.6,4.5,15.5,11.6,2.6,-2.9
O=C1CCCN1CC(O)CS(=O)(=O)Cc1ccccc1 (stereo not drawn),-6.0,3.5,0.9,-0.6,1.3,5.6,-4.6,4.5,-1.1
O=S(=O)(NCCc1ccc(F)cc1)c1cccc2cccnc12,-7.7,9.1,-5.8,-2.1,-3.4,-11.8,4.2,x,-1.7
COc1cccc(N2C(=O)C3NN=C(C(=O)CN4C(=O)c5ccccc5C4=O)C3C2=O)c1 (stereo not drawn),0.4,1.0,-1.2,-0.1,2.9,11.9,5.0,x,-0.8
CC(C)=CCC[C@](C)(O)C1CC[C@]2(C)C1[C@H](O)CC1[C@@]3(C)CC[C@H](O[C@@H]4O[C@H](CO)[C@@H](O)[C@H](O)[C@H]4O[C@@H]4O[C@H](CO)[C@@H](O)[C@H](O)[C@H]4O)C(C)(C)C3CC[C@]12C (stereo partly drawn),x,x,-2.6,x,1.4,x,-8.8,5.8,x
O=C(CSc1nc(=O)n2ccccc2n1)Nc1ccc2c(c1)OCO2,x,x,-4.0,x,-0.6,x,4.3,-2.6,x
# (further entries)
SMILES,SUMO HTRF inh,pCIP destab,GalR3 antag,VIM-2 inhibitor,IDE cell inh,HCV NS3 hel inh,CRFR2-BP antag,IDE cell activ,IMP-1 inhibitor
CCCCOc1cccc(-c2nnc(N)s2)c1,-9.1,2.3,-2.8,-2.7,-3.1,-9.6,-1.7,2.5,-2.1
O=C(CSc1nncn1-c1ccccc1)Nc1cc(F)ccc1F,-0.8,3.6,-9.1,-2.6,4.9,10.3,-8.5,0.8,-3.2
Cc1cc(C(=O)Cn2nc(C(=O)O)c3ccccc3c2=O)c(C)n1CCc1ccc(F)cc1,-1.1,8.7,-2.8,-1.4,8.5,-7.3,8.6,1.2,-2.6
CCn1c(=O)c(C(=O)CN2CCN(S(=O)(=O)c3ccccc3)CC2)c(N)n(Cc2ccccc2)c1=O,10.2,1.4,-2.8,-2.4,2.1,-13.0,-20.1,-6.9,-0.5
Cc1ccc(C)c(NC(=O)COC(=O)COc2cccc3c2OC(C)(C)C3)c1,x,x,0.7,x,0.6,x,10.3,8.0,x
O=C(COC(=O)c1cc([N+](=O)[O-])ccc1N1CCOCC1)NCCc1ccccc1,9.2,-6.1,-2.1,1.4,2.9,2.8,-3.7,3.8,0.1
C=CCNC(=O)c1cc(-c2ccc3c(c2)OCO3)on1,21.1,-4.8,-8.9,-2.5,1.1,-14.2,11.0,0.2,-1.9
COc1cc(/C=C/c2ccc3cccc(O)c3n2)cc(OC)c1OC,9.3,-17.9,-1.3,0.8,1.8,-12.1,8.8,-0.2,0.2

# Bioassay records (PubChem BioAssay)
